Screens from PubChem BioAssay.
mcGAS RapidFire: blocks mouse cGAS cGAMP production; Q8C6L5; recombinant mouse cGAS, cGAMP by RapidFire MS; inhibition, % at 12.5 µM; hit rate 0.18% among 130,000;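 active means inhibition of cGAS enzyme activity at or above 60%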;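 further: enzyme stimulated by 45 bp dsDNA with ATP and GTP substrates; cGAMP share of summed cGAMP plus half ATP and half GTP signals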
Target sequence (Q8C6L5 whole entry, looked up): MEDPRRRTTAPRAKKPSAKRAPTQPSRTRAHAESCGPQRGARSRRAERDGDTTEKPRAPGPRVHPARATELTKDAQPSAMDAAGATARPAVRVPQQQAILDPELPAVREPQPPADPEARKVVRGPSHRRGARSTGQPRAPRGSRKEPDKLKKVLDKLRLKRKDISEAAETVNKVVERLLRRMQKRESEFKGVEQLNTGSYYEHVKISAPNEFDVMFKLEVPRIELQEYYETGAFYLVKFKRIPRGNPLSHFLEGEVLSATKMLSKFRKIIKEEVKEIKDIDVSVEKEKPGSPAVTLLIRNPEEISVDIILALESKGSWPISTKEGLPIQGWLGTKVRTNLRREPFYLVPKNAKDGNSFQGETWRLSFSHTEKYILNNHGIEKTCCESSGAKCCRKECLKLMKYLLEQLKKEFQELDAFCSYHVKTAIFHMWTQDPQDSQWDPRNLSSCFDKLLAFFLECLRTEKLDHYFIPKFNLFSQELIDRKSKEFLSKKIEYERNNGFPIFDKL
An asterisk follows results filed as active; & = joins results of further samples. This is a subset; the hit share may differ from the screen's.

mcGAS RapidFire	smiles
-3	Cc1ccc(NC2CCCN(C(=O)c3cc4ccccc4o3)C2)cc1C (centres undefined)
2	COc1cccc(CN(C)CC(=O)NC(=O)Nc2ccc3c(c2)OCCO3)c1
-6	CN(C)c1ccc(N)cc1CN(CC1CC1)C(=O)c1ccccc1Cl
20	OCC1CCCN(Cn2nc(-c3ccccc3)n(-c3ccc(F)cc3F)c2=S)C1 (centres undefined)
2	Cc1ccc2cc(CCNC(=O)Cc3ccccc3)c(=O)[nH]c2c1C
-3	COc1ccc(C(=O)N(C)Cc2ccc(C)o2)cc1OC1CCN(C(C)=O)CC1
-2	COCC(C)(C)NC(=O)CCN(C(=O)OC(C)(C)C)C(C)C
-14	CC(NC(=O)CCc1nc2ccccc2s1)C1CC2CCC1C2 (centres undefined)
7	CCCC(CCC)C(=O)Nc1cc(-c2cn3cccnc3n2)ccc1C
-7	O=C(c1cccc(Nc2ccnc(N3CCN(c4ccccc4)CC3)n2)c1)N1CCCC(CO)C1 (centres undefined)
-12	Cc1c(C(=O)NCc2cccs2)sc(=O)n1Cc1ccc(F)c(Cl)c1
-11	O=C1C(SC2CCCC2)CCN1C1CC1 (centres undefined)
-20	CC(C)Cc1ncc2c(n1)CN(C(=O)c1cnc3c(c1)ncn3C)C2
-17	CC1(c2ccc(C#N)cc2)NC(=O)N(CC(=O)C23CC4CC(CC(C4)C2)C3)C1=O (centres undefined)
39	COc1cc(-c2n(C)c3ccccc3[n+]2C)cc(OC)c1OC
-35	Cc1nc(C(=O)N(C)Cc2ccccc2-n2cccn2)cs1
3	Cc1nc2c(o1)C1(C(=O)N2C)c2ccccc2N(c2ccccc2)C(=N)C1C#N (centres undefined)
-6	Cc1ccccc1CN1C[C@@H]2C[C@@H](c3cc4ccccc4o3)N3CCC[C@@]23C1=O
-4	Cc1ccccc1CN(C)S(=O)(=O)c1ncn(C)c1Cl
-12	CSc1nnc2n(C)c(=O)c3c4c(sc3n12)COC(C)(C)C4
-2	CN(Cc1nc(-c2ccc(F)cc2)no1)CC12CC3CC(CC(C3)C1)C2
-21	[O-]/[N+](Cc1ccccc1)=N/OCc1ccccc1
-5	Cc1nc(-n2nc(-c3cccs3)cc2NC(=O)c2ccc(Br)o2)[nH]c(=O)c1C
-7	CNC(=S)N1CCn2cccc2C1c1ccc(C)cc1 (centres undefined)
-5	COc1ccc(CNC(=O)c2cn(Cc3ccccc3C)c(=O)s2)cc1OC
1	CC(N)=C(C#N)C(=O)COC(=O)c1cc2c(s1)CCC2
-5	CCOC(=O)C1(C)CCN1C(=O)c1ccc(C(F)(F)F)nc1C (centres undefined)
-26	O=C(O)c1ccc(-c2ccccc2OC(F)(F)F)cc1F
-4	COc1ccc(-c2noc(CN3CCC[C@H]3C(N)=O)n2)cc1
-24	Cc1cc(-c2ccc3c(c2)OCO3)cnc1N
0	COc1cc(Cl)ccc1OCc1cc(C(=O)N2CCCC2c2ccc(F)cc2)no1 (centres undefined)
-13	Cc1nc(CNc2cc(Cl)ccc2N2CCOCC2)no1
-1	O=C(/C=C/c1cccc(Cl)c1Cl)N1CCN(Cc2ccccn2)CC1
-4	CCN(C(=O)NCc1ccc(C)cc1)C(C)c1ccc(C#N)cc1 (centres undefined)
-6	Cn1c(=O)[nH]c(=O)c2c1nc(NCCO)n2Cc1ccccc1
0	CC(NC(=O)c1cc(Br)ccc1I)C1CC1 (centres undefined)
-17	CC(C)(C)O[C@H]1CCCC2=CC(=O)CC[C@@]21C
-6	COc1ccccc1N1CCN(C2Sc3ccccc3NC2=O)CC1 (centres undefined)
-5	CCCCS(=O)(=O)N(C)C(=O)C1CC1c1c(F)cccc1F (centres undefined)
-10	CCOc1ccc(-n2cnc3ccccc32)cc1C(N)=O
-3	Cc1n[nH]c(C)c1CCc1n[nH]c(=O)n1C1CCCCC1
-10	O=S(=O)(NCC1CCN(c2ncccn2)CC1)c1ccccc1Cl
-9	COc1ccc2nc(N(Cc3ccco3)C(=O)c3cc(C)nn3C)sc2c1
-3	CC1(C)C(C=C(Cl)Cl)C1C(=O)OCc1cccc(Oc2ccccc2)c1 (centres undefined)
0	O=C(Cc1csc(-n2cccc2)n1)Nc1ccc2c(c1)OCCO2
7	O=C(NC1CC1)C1CCN(C2CCN(Cc3cccn3-c3cccnc3)CC2)CC1
-18	CCc1nnc(SCc2ccc(OCCC(C)C)cc2)n1N
-12	CCC(CO)N(CC1CCCN(S(C)(=O)=O)C1)c1ccccc1 (centres undefined)
-6	CCCCCN1CC2=C(C1=O)C(c1ccc(C)cc1)NC(=O)N2 (centres undefined)
-13	Cc1nccn1CCC(=O)NC[C@@H]1CC[C@H]2C[C@@H]1C2(C)C

(cont.)
mcGAS RapidFire	smiles
-5	O=c1c2sccc2nc(SCc2cc(=O)n3cc(Cl)ccc3n2)n1C1CC1
-13	COC(=O)c1cc2n(n1)CCCN(C(=O)c1ccccc1-c1ncc[nH]1)C2
-8	CN(C)S(=O)(=O)CCNC1CCN(Cc2ccccc2)CC1
1	CN(C)c1nc(Nn2cnnc2)nc(N(C)C)n1
-1	CCCNC(=O)C1(C)CCCN(Cc2cc(-c3ccccc3)n(C)n2)C1 (centres undefined)
3	Cc1cc2nc(C(=O)NCc3cn4ccccc4n3)cc(C)n2n1
-15	CN(Cc1ccccc1OC(F)(F)F)CN1C(=O)CC(C)(C)C1=O
-46	C=CCn1c2[n+](c3ccccc31)CC(O)CS2 (centres undefined)
-11	COc1ccc(OC)c(NC(=O)C2(C)CCN2Cc2cc3ccccc3o2)c1 (centres undefined)
37	CC(=O)c1cccc2c1OC(F)(F)C(=O)N2Cc1ccc(F)cc1
-1	CC(=O)NC1SC=CN1C (centres undefined)
-7	O=C(COc1ccccc1-c1cnoc1)N/N=C\C1=C(Cl)c2ccccc2OC1
-2	CC1(C(=O)NS(=O)(=O)c2ccc(F)cc2F)CCN1C(=O)CC1CCCC1 (centres undefined)
-41	CCc1nc(CN(C)C(=O)C2CC(C(C)C)=NO2)no1 (centres undefined)
3	Cc1nn(C)c(NS(=O)(=O)c2ccc(C(N)=O)cc2)c1C
-9	Cc1ccccc1CCN1CCC(CN(C(=O)C2CCOCC2)C2CCCC2)CC1
-4	COc1ccccc1-c1cccc(C(=O)NCC2CC(=O)N(C(C)C)C2)c1 (centres undefined)
-4	Clc1ccc(C2=Nn3c(Cc4ccccc4)nnc3SC2)cc1
-36	FC(F)(F)c1nnc(N2CCN(c3ccc(Cl)cc3)CC2)s1
4	CCOc1cc(C)c(Cl)cc1S(=O)(=O)NCc1ccc2c(c1)OCO2
-7	CCN(CC)S(=O)(=O)c1ccc(=O)n(CC(=O)N2CCCC(C(=O)Nc3cccc(C)n3)C2)c1 (centres undefined)
-2	CCOc1cccc(-c2ccc3nc(-c4ccccc4)c(CCC(=O)NCCN4CCOCC4)n3c2)c1
-13	NCCCC1(C2OCCO2)CCOCC1
3	Cc1ccc2[nH]c(=O)c(-c3noc(C(C)C)n3)cc2c1
-9	CC(=O)Oc1ccc2oc(=O)c3c(c2c1)CCCN3C(=O)CN1CCCCC1
-4	CCCC(NC(=O)CSCc1nc2sc3c(c2c(=O)[nH]1)CCCC3)c1ccccc1 (centres undefined)
-3	COc1ccc(C)cc1S(=O)(=O)NCc1ccc(Cl)cc1
-8	Cc1ccc(-c2csc3nc(C)n(-n4cccc4)c(=O)c23)o1
10	Cc1ccc2nsnc2c1S(=O)(=O)NC1CC1
0	Nc1ncc(C(=O)N2CC(c3cccnc3)C2)c(-c2ccccc2)n1
0	N[C@H]1CONC1=O
-17	CC(C)CN(CCC#N)C(=O)C1CCN(S(=O)(=O)c2ccccc2)CC1
0	Cc1ccccc1OCC(=O)NC(=S)NNC(=O)c1ccc([N+](=O)[O-])cc1
-4	CCCN1C(=O)c2ccccc2N(CC(=O)NNc2cccc(Cl)c2)C(=O)C1Cc1ccccc1 (centres undefined)
-1	Cc1cc(CNC(=O)CCCn2nnnc2CN2CCc3ccccc3C2)on1
-6	CCOc1ccc(Oc2ccccc2NC(C)=O)cc1
8	N#Cc1ccc(-c2csc(NC(=O)c3cc(F)cc(F)c3)n2)cc1
-6&-2&11	OC1(c2cccs2)C[N+]2=C(SCC2)N1c1ccccc1 (centres undefined)
-16	CCOc1ccccc1NC(=O)N(Cc1ccncc1)C1CCN(C)CC1
1	COc1ccc(-c2nc(-c3nonc3N)no2)cc1
-7	COc1ncccc1C(=O)NC1CCCc2nc(-c3ccccc3)ncc21 (centres undefined)
-2	COc1ccc(C(=O)NC(C)(C)Cc2ccccc2)c(OC)n1
-16	COC(=O)C(C)Sc1n[nH]c(=S)s1 (centres undefined)
-1	COc1cccc(N2C(=O)c3ccccc3NC2c2ncc[nH]2)c1 (centres undefined)
-6	CCN(CC1CCOC1)C(=O)CN1C(=O)CSc2ccccc21 (centres undefined)
0	CCCc1nn2c(N)c(C#N)nnc2c1-c1ccc(F)cc1
-3	CCOC(=O)c1c(C)n(-c2ccccc2)c2ccc(OC(=O)c3cc(Cl)cc(Cl)c3)cc12
-10	Cc1ccsc1CNc1ccc(C(=O)N2C[C@H](OC(C)C)[C@@H](O)C2)cc1
-1	Cc1cc(=O)[nH]c(-n2nc(-c3cccs3)cc2NC(=O)CSCc2ccccc2)n1
-2	Cc1nn(-c2ccc(F)cc2)c(C)c1CNC1CCC(=O)N(CC2CC2)CC1 (centres undefined)

Following part
mcGAS RapidFire	smiles
-2	O=c1oc2c(c(O)c1Sc1nnnn1-c1ccccc1)c(=O)n(-c1ccccc1)c1ccccc21
4	CCSc1nnc2c(n1)OC=Nc1ccc(Br)cc1-2
-10	Nc1nnnn1/N=C\c1cc(Cl)cc(Cl)c1OCc1ccc(Cl)cc1Cl
-5	O=C(CSc1nc2[nH]ncc2c(=O)[nH]1)Nc1ccc(C(F)(F)F)cc1
-3	COC(=O)c1cn(C(=O)c2cc(C)cc(C)c2)c2ccccc12
-4	COC(=O)Cn1c(Cl)nc2c1c(=O)n(C)c(=O)n2C
-14	Cc1cccc(C2(O)CCN(C(=O)c3ccc(N(C)C)cc3)CC2)c1C
-1	O=c1c[n+]([O-])c2ccccc2n1OCc1ccc(Cl)cc1
-5	CC(Oc1ccc(Cl)cc1)C(N)=NO (centres undefined)
-3	O=C(c1c(O)c2ccc(Cl)cc2[nH]c1=O)C1CC1
-10	Cn1c(=NN=Cc2cc3c(cc2[N+](=O)[O-])OCO3)sc2ccccc21
-6	COc1ccc(NC(C)=O)cc1NC(=O)/C=C/c1ccc(C)s1
-10	Cc1ccc(C)c(S(=O)(=O)Nc2ccc(Nc3nc(C)cc(N4CCCCC4)n3)cc2)c1
-3	O=C(O)C(Cc1ccco1)n1ccnc1-c1cccnc1 (centres undefined)
0	CCOc1ccc(C=C2C(=O)c3ccccc3C2=O)cc1OC
-2	COc1ccc(C(C)=O)cc1CN1C(=O)C(C)(C)ON=C1c1ccc2c(c1)OCO2
-1	O=C(NC1CCc2[nH]ncc2C1)c1csc2nc(-c3ccccc3)cn12 (centres undefined)
-6	COc1ccc(C)cc1N1CC(C)Cn2c1nc1c2c(=O)n(C)c(=O)n1C (centres undefined)
-4	Cc1noc(C)c1S(=O)(=O)N1CCC(CO)(CCCc2ccccc2)CC1
-13	CCC1CCC(N(C(=O)C2CC=CCC2)C2CC2)CC1 (centres undefined)
-1	CCN(CC)C(=O)CN1CCOC(c2cc(F)c(Cl)cc2Cl)C1 (centres undefined)
-15	CN(Cc1ccccc1C(F)(F)F)C(=O)Cc1cccc(O)c1
-4	Cc1ccc(CCCC(=O)N2CCS(=O)(=O)CC2C)s1 (centres undefined)
1	Cc1c(C(=O)NCc2cccc(C(F)(F)F)c2)sc(=O)n1Cc1ccccn1
-2	Fc1ccc(OCc2nnc3n2NCCS3)c(F)c1

Seven compounds out of the list, sorted by number of heavy atoms, low to high.
mcGAS RapidFire	smiles
-5	CC(Oc1ccc(Cl)cc1)C(N)=NO (centres undefined)
-2	Fc1ccc(OCc2nnc3n2NCCS3)c(F)c1
-13	CCC1CCC(N(C(=O)C2CC=CCC2)C2CC2)CC1 (centres undefined)
-1	CCN(CC)C(=O)CN1CCOC(c2cc(F)c(Cl)cc2Cl)C1 (centres undefined)
-10	Cn1c(=NN=Cc2cc3c(cc2[N+](=O)[O-])OCO3)sc2ccccc21
-2	COc1ccc(C(C)=O)cc1CN1C(=O)C(C)(C)ON=C1c1ccc2c(c1)OCO2
-10	Cc1ccc(C)c(S(=O)(=O)Nc2ccc(Nc3nc(C)cc(N4CCCCC4)n3)cc2)c1

The listing picks up, repeating the 7 entries before the break.
mcGAS RapidFire	smiles
-4	Cc1noc(C)c1S(=O)(=O)N1CCC(CO)(CCCc2ccccc2)CC1
-13	CCC1CCC(N(C(=O)C2CC=CCC2)C2CC2)CC1 (centres undefined)
-1	CCN(CC)C(=O)CN1CCOC(c2cc(F)c(Cl)cc2Cl)C1 (centres undefined)
-15	CN(Cc1ccccc1C(F)(F)F)C(=O)Cc1cccc(O)c1
-4	Cc1ccc(CCCC(=O)N2CCS(=O)(=O)CC2C)s1 (centres undefined)
1	Cc1c(C(=O)NCc2cccc(C(F)(F)F)c2)sc(=O)n1Cc1ccccn1
-2	Fc1ccc(OCc2nnc3n2NCCS3)c(F)c1
-4	O=C(NN=C1C(=O)c2cccc3cccc1c23)c1nn(-c2ccccc2)c(=O)c2ccccc12
-19	Cc1ccccc1C1CCN(C(=O)CCNC(=O)C2CC2C)C1 (centres undefined)
-4	CC(C)(C)c1ccc(C(=O)Nc2cc(C(=O)Nc3cccc(C(F)(F)F)c3)ccc2N2CC3CC(C2)c2cccc(=O)n2C3)cc1 (centres undefined)
6	O=C(COc1cccc(C(F)(F)F)c1)NCCCn1nc(-c2ccccc2)ccc1=O
3	Cc1ccc2cccc(C(=O)N(C)Cc3cccc(C(N)=O)c3)c2n1
-2	CCOCCn1c(N2CCCC(C)C2)nc2c1c(=O)[nH]c(=O)n2C (centres undefined)
-26	Cn1c(=O)n(C)c2cc(Cn3cc(C4CC=CCC4)nn3)ccc21 (centres undefined)
17	O=c1cc(C2CCCN(Cc3cc4n(n3)CCCNC4)C2)nc[nH]1 (centres undefined)
-1	CCn1nc2c(cc1=O)CN(Cc1nc(CCOC)no1)CC2
-8	CC(CNC(=O)c1cccc2[nH]ncc12)CC1(C)OCCO1 (centres undefined)
-26	Cc1ccc(NC(=O)CSCCC(=O)Nc2cc(C)ccc2C)cc1
